Dicer processing: human Dicer pre-microRNA cleavage inhibition; cat-ELCCA pre-miR-21 Dicer processing, chemiluminescence; hits give high values; AID 1347074; Q9UPY3; z-score at 25 µM; 47,000 tested, 6% active; in the data active = z-score above about 3, passing the limit was not always enough;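 also: plate controls were vehicle for no effect and no enzyme for full effect; higher signal means more uncleaved substrate so more Dicer inhibition; strong numbers were not always called active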
Target sequence (Q9UPY3 whole entry, looked up): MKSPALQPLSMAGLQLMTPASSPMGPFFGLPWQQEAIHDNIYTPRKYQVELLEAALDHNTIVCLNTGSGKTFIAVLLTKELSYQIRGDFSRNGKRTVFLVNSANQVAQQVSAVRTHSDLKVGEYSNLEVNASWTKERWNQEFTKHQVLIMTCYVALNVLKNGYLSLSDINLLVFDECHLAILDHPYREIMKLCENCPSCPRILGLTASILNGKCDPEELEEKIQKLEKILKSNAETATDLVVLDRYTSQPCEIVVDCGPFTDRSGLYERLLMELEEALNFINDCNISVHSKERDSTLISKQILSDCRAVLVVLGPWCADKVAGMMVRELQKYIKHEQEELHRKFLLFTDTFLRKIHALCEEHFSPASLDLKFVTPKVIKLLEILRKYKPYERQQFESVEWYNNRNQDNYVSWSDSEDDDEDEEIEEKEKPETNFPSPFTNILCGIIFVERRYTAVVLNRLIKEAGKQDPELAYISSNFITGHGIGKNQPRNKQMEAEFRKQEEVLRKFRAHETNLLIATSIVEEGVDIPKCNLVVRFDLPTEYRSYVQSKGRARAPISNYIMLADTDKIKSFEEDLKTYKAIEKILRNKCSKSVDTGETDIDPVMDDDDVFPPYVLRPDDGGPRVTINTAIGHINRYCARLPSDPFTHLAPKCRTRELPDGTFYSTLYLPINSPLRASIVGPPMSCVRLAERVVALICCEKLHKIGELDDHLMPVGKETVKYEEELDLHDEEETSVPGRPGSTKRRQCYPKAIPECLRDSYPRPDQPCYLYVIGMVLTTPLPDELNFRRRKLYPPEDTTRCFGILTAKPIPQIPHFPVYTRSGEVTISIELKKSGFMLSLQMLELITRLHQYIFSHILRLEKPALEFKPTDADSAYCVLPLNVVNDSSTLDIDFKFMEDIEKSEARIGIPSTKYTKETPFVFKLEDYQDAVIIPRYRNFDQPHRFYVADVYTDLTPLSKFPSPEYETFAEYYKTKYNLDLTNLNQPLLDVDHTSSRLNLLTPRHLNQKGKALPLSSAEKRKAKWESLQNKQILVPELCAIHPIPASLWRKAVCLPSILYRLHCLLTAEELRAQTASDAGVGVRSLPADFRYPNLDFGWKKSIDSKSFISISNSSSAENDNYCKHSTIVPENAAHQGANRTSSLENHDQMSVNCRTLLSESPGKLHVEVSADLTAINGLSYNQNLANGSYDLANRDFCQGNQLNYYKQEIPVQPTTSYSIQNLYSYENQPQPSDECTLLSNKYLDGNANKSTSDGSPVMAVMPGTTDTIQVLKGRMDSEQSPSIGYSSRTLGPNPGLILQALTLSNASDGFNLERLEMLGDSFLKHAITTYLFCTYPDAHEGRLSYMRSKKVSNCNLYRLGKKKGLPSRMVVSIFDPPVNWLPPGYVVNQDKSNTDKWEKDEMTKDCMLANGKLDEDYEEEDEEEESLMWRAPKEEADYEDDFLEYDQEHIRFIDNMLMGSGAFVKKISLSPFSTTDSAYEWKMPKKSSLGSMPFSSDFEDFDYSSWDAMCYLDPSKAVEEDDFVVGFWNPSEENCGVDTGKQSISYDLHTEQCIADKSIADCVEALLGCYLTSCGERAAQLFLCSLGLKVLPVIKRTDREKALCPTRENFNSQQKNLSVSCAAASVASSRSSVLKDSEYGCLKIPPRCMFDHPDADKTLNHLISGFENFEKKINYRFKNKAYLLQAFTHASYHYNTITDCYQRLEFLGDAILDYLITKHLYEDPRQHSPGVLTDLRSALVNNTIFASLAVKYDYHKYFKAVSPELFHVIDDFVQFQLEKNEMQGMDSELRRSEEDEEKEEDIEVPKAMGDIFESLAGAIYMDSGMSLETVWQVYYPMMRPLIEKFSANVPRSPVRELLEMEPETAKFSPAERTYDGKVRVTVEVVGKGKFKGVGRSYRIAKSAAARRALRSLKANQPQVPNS
An asterisk follows results filed as active; & = joins results of further samples.

SMILES | Dicer processing
CC(=O)Oc1cn(C(C)=O)c2ccc(Br)cc12 | 1.81
Clc1cccc(CNCc2ccc3c(c2)OCO3)c1 | -0.32
CC1=CC(C)(C)Nc2ccc(OC(=O)COc3ccccc3Cl)cc21 | 2.94
O=C(NC(=O)c1c(Cl)cccc1Cl)Nc1ccccc1N1CCCCC1 | -0.64
Cc1ccc(-c2csc(-c3ccc(-c4csnn4)cc3)n2)c(C)c1 | -3.08
CCOc1ccc(S(=O)(=O)n2cnc(C)c2)cc1C | 0.05
CCc1ccc(C2C(C(=O)OC)C(=O)CC(C)(O)C2C(=O)OC)cc1 (stereo not drawn) | 1.64
Cn1nc(-c2ccc(Sc3ccc(Cl)cc3)s2)cc1C(F)(F)F | -0.62
CCC(C)NC(=O)c1nn2c(C(F)(F)F)cc(-c3cccs3)nc2c1Cl (stereo not drawn) | -1.26
C#CCN1C(=O)C(=O)c2cc(C)ccc21 | 1.97
Cc1nnc(NC(=S)NC(=O)c2ccc(Cl)cc2)s1 | 0.59
Cc1noc(NC(=O)c2c(-c3c(Cl)cccc3Cl)noc2C)c1[N+](=O)[O-] | 21.3
CSc1ccc(CN2CCN(Cc3ccncc3)CC2)cc1 | -1.17
CCOC(=O)Cc1csc(NC(=O)CSc2nccn2C)n1 | 0.34
CCOC(=O)N/N=C(\CN1C(=O)c2ccccc2C1=O)c1ccc(Cl)cc1 | 1.42
N#Cc1c(-c2ccco2)c2c([nH]c1=O)-c1ccccc1CC2 | -0.08
Cc1[nH]c2ccc(Br)cc2c(=O)c1CN1CCCCC1C (stereo not drawn) | 2.47
COc1ccc(C2C(C#N)=C(N)Oc3n[nH]c(-c4ccccc4)c32)c(OC)c1 (stereo not drawn) | -4.28
COc1cccc(OCCn2cc(C(=O)c3cccs3)c3ccccc32)c1 | -0.87
COc1ccc(Oc2coc3cc(OC(=O)c4ccccc4OC)ccc3c2=O)cc1 | 1.29
Cc1nc2sc3c(N4CCCCC4)ncnc3c2c2c1COC(C)(C)C2 | 0.81
CN1c2ccsc2C(=O)/C(=C\Nc2ccccc2Cl)S1(=O)=O | -0.04
Nc1cccc(F)c1-c1nc(-c2ccncc2)n[nH]1 | 0.41
CCOC(=O)c1cncc(C#CCOC(=O)c2ccc(Cl)cn2)c1 | -0.84
O=C(NOC(=O)c1cccs1)c1ccccc1 | 0.65

The closing three records of the part before open the next one:
SMILES | Dicer processing
Nc1cccc(F)c1-c1nc(-c2ccncc2)n[nH]1 | 0.41
CCOC(=O)c1cncc(C#CCOC(=O)c2ccc(Cl)cn2)c1 | -0.84
O=C(NOC(=O)c1cccs1)c1ccccc1 | 0.65
O=C(Nc1n[nH]c(-c2ccccc2)c1Br)c1ccc(Cl)cc1 | -0.87
N#C/C(=C\c1ccc(C2=CCOc3ccccc32)s1)S(=O)(=O)c1ccccc1 | -0.3
O=C1C=C(SCC(=O)c2ccccc2)SC(c2ccc(Cl)cc2)C1 (stereo not drawn) | 1.05
Cc1ccc(CSc2ncnc3onc(C)c23)cc1 | -0.25
COC(=O)C(C(=O)OC)=C(NC(N)=O)SC | -0.39
O=C1CC(c2ccc(F)cc2)c2c(n[nH]c2-c2ccccc2)N1 (stereo not drawn) | 2.99
Cc1cc(C)nc(NS(=O)(=O)c2ccc(NS(=O)(=O)c3ccc(-c4cc(C(F)(F)F)n(C)n4)s3)cc2)n1 | -4.1
O=c1[nH]nc(-c2ccc(N3CCCCC3)c([N+](=O)[O-])c2)c2ccccc12 | -0.01
O=C(CSc1n[nH]c(-c2ccco2)n1)c1c[nH]c2ccccc12 | 0.33
O=c1/c(=C/c2cccs2)sc2nc(-c3ccccc3)c(-c3ccccc3)n12 | -0.98
CCOc1ccc(/C(O)=C2\C(=O)C(=O)N(Cc3cccnc3)C2c2ccc(F)cc2)cc1 (stereo not drawn) | 1.37
CCCc1cc(=O)[nH]c(SCC(=O)Nc2nc3ccc(OC)cc3s2)n1 | 1.73
Cc1c(C)c(C)c(CSc2nnc(CC#N)n2C)c(C)c1C | 2.84
COc1ccc(C(=O)NC(=O)N=S(C)(=O)c2ccc(C(F)(F)F)cn2)cc1 (stereo not drawn) | 0.64
CC1(C)CC(=O)C2=C(C1)Nc1[nH]c(=S)[nH]c(=O)c1C2c1ccccc1 (stereo not drawn) | 17.6
OCC1(CO)CSC(=NCc2ccc(F)cc2)N1 | 1.24
CC12CCC(c3c(C(F)(F)F)nc(N)nc31)C2(C)C (stereo not drawn) | -0.42
N#C/C(=N\Nc1ccccc1)C(=O)C1CC1 | 2.65
COc1cc(NC(=O)C2CC(=O)NC3=C2C(=O)CCC3)c(OC)cc1Cl (stereo not drawn) | -0.86
CC(C)(c1ccccc1)c1ccc(OCC(O)CN2CCCC2)cc1 (stereo not drawn) | 0.26
Clc1ccc(N2CCN(C3=Cc4ccccc4C3)CC2)cc1Cl | -1.91
Cc1cc(C)c(C#N)c(SCc2ccc(C(=O)O)cc2)n1 | -0.79
Sc1oc(-c2ccccc2)cc1C=Nc1ccccc1 | -1.08
COC(=O)C1=C(C)NC2=C(C(=O)CC(C)(C)C2)C1c1cc2c(cc1Cl)OCO2 (stereo not drawn) | 1.47
O=C(NCC1CCCO1)c1cc2n(n1)C(C(F)(F)F)CC(c1ccc(F)cc1)N2 (stereo not drawn) | 1.48

Of the compounds above, these have four or more nitrogen atoms.
SMILES | Dicer processing
CCC(C)NC(=O)c1nn2c(C(F)(F)F)cc(-c3cccs3)nc2c1Cl (stereo not drawn) | -1.26
Cc1nnc(NC(=S)NC(=O)c2ccc(Cl)cc2)s1 | 0.59
Cc1noc(NC(=O)c2c(-c3c(Cl)cccc3Cl)noc2C)c1[N+](=O)[O-] | 21.3
CCOC(=O)Cc1csc(NC(=O)CSc2nccn2C)n1 | 0.34
COc1ccc(C2C(C#N)=C(N)Oc3n[nH]c(-c4ccccc4)c32)c(OC)c1 (stereo not drawn) | -4.28
Cc1nc2sc3c(N4CCCCC4)ncnc3c2c2c1COC(C)(C)C2 | 0.81
Nc1cccc(F)c1-c1nc(-c2ccncc2)n[nH]1 | 0.41
Cc1cc(C)nc(NS(=O)(=O)c2ccc(NS(=O)(=O)c3ccc(-c4cc(C(F)(F)F)n(C)n4)s3)cc2)n1 | -4.1
O=c1[nH]nc(-c2ccc(N3CCCCC3)c([N+](=O)[O-])c2)c2ccccc12 | -0.01
O=C(CSc1n[nH]c(-c2ccco2)n1)c1c[nH]c2ccccc12 | 0.33
CCCc1cc(=O)[nH]c(SCC(=O)Nc2nc3ccc(OC)cc3s2)n1 | 1.73
Cc1c(C)c(C)c(CSc2nnc(CC#N)n2C)c(C)c1C | 2.84
O=C(NCC1CCCO1)c1cc2n(n1)C(C(F)(F)F)CC(c1ccc(F)cc1)N2 (stereo not drawn) | 1.48

(listing goes on)
SMILES | Dicer processing
O=C(CC1(O)C(=O)Nc2ccc(Br)cc21)c1ccc(Cl)cc1 (stereo not drawn) | 15.1
CN1N=C(c2ccccc2)CSC1=Nc1ccccc1Cl | -1.39
O=C1CC(N2CCC(O)CC2)C(=O)N1c1ccc(Br)cc1 (stereo not drawn) | 0.36
CSc1ccc(CN2CCN(S(=O)(=O)c3ccc4ccccc4c3)CC2)cc1 | 3.39*
Cc1nnc(SCC(=O)Nc2nc(-c3ccc(Cl)cc3)ns2)s1 | -2.14
COc1cccc(OC)c1C(=O)NC(=O)Nc1c(C)cc(Br)cc1C | -0.89
COc1ccc2c(c1)CCc1sc(/N=C/c3ccc(C(F)(F)F)cc3)nc1-2 | -0.89
S=c1[nH]nc(-c2cccc3ccccc23)n1-c1ccccc1 | -0.04
CCCS(=O)(=O)C1=C(N)OC(c2ccccc2)=C(C#N)C1c1ccccc1 (stereo not drawn) | 2.35
Cc1ccc(C)c(NC(=S)N(C)C)c1 | 0.32
COc1ccccc1-c1nnc(Sc2sccc2[N+](=O)[O-])n1-c1ccccc1 | -0.48
O=c1[nH]nc2n1-c1ccccc1SC2 | 0.85
CCOC(=O)c1sc(N/N=C2\CCCc3cc(OC)ccc32)nc1C | -1.41
CC(=O)Nc1ccc(/C=C(\C#N)C(N)=O)cc1 | -0.36
CSc1n[nH]c(N)c1S(=O)(=O)c1ccc(Cl)cc1 | -0.4
COc1ccccc1OCCSc1nc2ccccc2s1 | 1.09
Cc1ccc(NC(=O)C2Sc3nnc(C)n3NC2c2ccc(Cl)cc2)c(Br)c1 (stereo not drawn) | -0.67
Nc1cc(Cl)ccc1C(=O)N1CCSCC1 | -0.56
O=C1CC(c2ccsc2)c2c(n[nH]c2-c2ccc(Cl)cc2)N1 (stereo not drawn) | 2.51
CC(=O)N1C(=O)c2cccc3cccc1c23 | 1.99
CN(NS(=O)(=O)c1ccc(Cl)cc1)c1cnn(C)c(=O)c1Cl | -1.02
CC(Oc1ccc2oc3ccccc3c(=O)c2c1)C(=O)O (stereo not drawn) | 1.24
Fc1ccccc1Cc1cn2cc(-c3ccccc3)nc2s1 | -1.31
Cn1nc(C(F)(F)F)cc1-c1ccc(/C=C(\C#N)S(=O)(=O)c2ccc(C(F)(F)F)cn2)s1 | 1.57
Nc1n[nH]c(-c2ccccc2)c1-c1ccccc1 | 3.53*
SMILES | Dicer processing
CC(=O)OCC(=O)c1ccc(C(F)(F)F)cc1 | 1.17
C=CCSC1=C(C#N)C(c2ccccc2C)CC(=O)N1 (stereo not drawn) | 1.46
Cn1c(=O)c2c(nc(NC3CCCCC3)n2Cc2ccc(F)cc2)n(C)c1=O | 1.29
CCOC(=O)C1=C(C)Nc2nc3ccccc3n2C1c1cccc(C)c1 (stereo not drawn) | -0.02
COc1cc(C2C(C#N)=C(N)Oc3c2c(C)nn3-c2ccccc2)ccc1O (stereo not drawn) | -1.56
NC(=S)c1ccc(C(F)(F)F)cc1Cl | -0.1
CCOc1ccc(NC(C)=O)cc1 | -0.1
CC(C)c1ccc(/C=C2\CSc3ccccc3C2=O)cc1 | -0.35
CC(=O)N[C@H]1C(OC(C)=O)O[C@H](COC(C)=O)[C@@H](OC(C)=O)[C@@H]1OC(C)=O (stereo partly drawn) | -0.93
CCc1c(-c2ccccc2)nc(N)c(C#N)c1-c1cccs1 | -2.21
COC(=O)C12CCC(=O)C(C(=O)OC)(CCC1=O)C2 | 1.36
CCN(CC)Cc1cc(Nc2ccnc3cc(Cl)ccc23)ccc1O | 6.98&0.33
OC(CN1CCN(c2nc3ccc(Cl)cc3s2)CC1)CN1CCCN(c2ncc(C(F)(F)F)cc2Cl)CC1 (stereo not drawn) | -0.02
Cn1c(Sc2c3c(nc4ncnn24)CCC3)nnc1-c1ccccc1 | 0.64
COC(=O)CSc1nc(-c2ccc(OC)cc2)cc(C(F)(F)F)n1 | 2.7
CC(C)(C)C(=O)Oc1ccc(S(=O)(=O)Nc2ccccc2C(=O)NCC(=O)O)cc1 | -0.58
COc1ccc(-c2c(C)nn3c(C)cc(C)nc23)cc1OC | 4.85*
COc1ccccc1NC(=O)Nc1c(-c2ccccc2Cl)noc1C | 0.22
CCOC(=O)C1=C(C)NC2=C(C(=O)CCC2)C1c1cc(OC)c(OC)cc1Br (stereo not drawn) | 2.1
Nc1c(Cl)cc(Cl)c2cccnc12 | 1.54
CSc1ncccc1C(=O)NC(C)(C#N)C(C)C (stereo not drawn) | -3.08
CCn1nc(C)cc1/C(N)=N/OC(=O)c1cc(Cl)cc(Cl)c1 | -0.69
CC1=C(C(=O)Nc2cc(C)ccn2)C(c2cccnc2)C2=C(CCCC2=O)N1 (stereo not drawn) | 2.7
Cn1c(=O)c2[nH]c(-c3ccccn3)nc2n(C)c1=O | 1.97
CNC(=S)NNC(=O)c1sc2nc(C)cc(C)c2c1N | 4.62*

2 entries drawn at random from those above, as already listed:
SMILES | Dicer processing
CCc1c(-c2ccccc2)nc(N)c(C#N)c1-c1cccs1 | -2.21
CCn1nc(C)cc1/C(N)=N/OC(=O)c1cc(Cl)cc(Cl)c1 | -0.69

Next entries
SMILES | Dicer processing
Cc1ccc(S(=O)(=O)NCCn2cnc([N+](=O)[O-])n2)cc1 | -0.23
O=C(Cn1ccc(C(F)(F)F)n1)Nc1ccc(Cl)cc1 | -0.82
CCCC1Cc2nc3sc(C(=O)OCC)c(N)c3cc2CO1 (stereo not drawn) | -2.42
CCOC(=O)C1=Nn2c(nnc2-c2ccccc2)SC1 | -0.48
CC(C)(C)C(=O)Nc1cccc(-c2nnco2)c1 | -0.52
Cn1c(=O)c(C(=O)NCc2ccccn2)c(O)c2ccccc21 | 10.2*
O=c1oc2ccccc2n1Cc1ccc(C(F)(F)F)cc1 | 2.21
N/C(=N\NS(=O)(=O)c1ccccc1)c1ccccn1 | -0.84
COc1ncnc2sc3c(c12)CCCC3 | 0.98
O=c1[nH]c2c(nnn2Cc2ccccc2Cl)c(=O)n1-c1cccc(Cl)c1 | 2.44
O=[N+]([O-])c1cccnc1NCc1ccc(Cl)cc1 | -1.02
Cc1cc(NC(=O)C(=O)c2ccc(CN3C(=O)c4ccccc4C3=O)o2)on1 | 0.36
CCOC(=O)c1sc2sc(-c3ccn[nH]3)c(C)c2c1C | -0.4
Cc1nn(-c2ccc(C(F)(F)F)cn2)c(=O)o1 | -0.98
Cc1ccc(C(=O)OC[C@H]2O[C@@H](C#N)C[C@@H]2OC(=O)c2ccc(C)cc2)cc1 | -1.11
CCOc1ccc(Nc2ncnc3sc4c(c23)CCCC4)cc1 | -0.2
Cc1ccc(O)c(-c2cnc3ccccc3n2)c1 | -1.69
Cc1cc(NC2CCCCC2)nc(-n2nc(C)cc2C)n1 | -2.14
COc1ccc(Br)c(C(=O)NN)c1 | 0
O=[N+]([O-])c1ccc(N2CCCCC2)c(C(F)(F)F)c1 | -0.61
NNC(=O)c1cc2cc(OC(F)(F)F)ccc2[nH]1 | 1.12
N#C/C(=C\Nc1ccc(F)cc1F)S(=O)(=O)c1cccs1 | -1.17
Cc1c(Cl)cccc1Nc1ncccc1C(=O)O | -0.39
CC1CN(c2cccc(Cl)c2)c2nc3c(c(=O)n(CC(=O)O)c(=O)n3C)n2C1 (stereo not drawn) | -6.91
Nc1c(C(=O)N2CCOCC2)sc2nc(-c3ccccc3)cc(C(F)(F)F)c12 | 1.13
O=C1NCC(c2ccccc2)Oc2ccccc21 (stereo not drawn) | -4.73
CCOC(=O)c1sc(NC(=O)c2nc3ncccn3n2)c(C(=O)OCC)c1C | 0.52
COC(=O)c1sc(C(F)(F)F)c(-c2ccccc2)c1S(=O)(=O)Oc1cccc(C)c1 | -0.2
CC1=C(C(=O)Nc2ccccc2)C(c2cccs2)C(C#N)=C(SCC(=O)O)N1 (stereo not drawn) | 0.54
CS(=O)(=O)c1ccc2nc(NC(=O)Nc3ccc(Cl)cc3)sc2c1 | 2.91

Some of the compounds tested, so the mix of outcomes need not match the whole.
